XBP1 UPR activ = activators of adaptive XBP1 UPR arm, primary screen, cell-based, CHO-XBP1 luciferase reporter, luminescence, uHTS. IRE1-XBP1 UPR activation; percent of tunicamycin response, DMSO as zero. activation, % at 20 µM. 330,000 compounds, 0.33% hits. AID 463104, 2010;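 active means versus positive control, 20 µM dose yields 30% or more activation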;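 further: 100% = tunicamycin at 10 µg/mL and 0% = DMSO only wells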
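Signal: luciferase luminescence; Assay system: CHO-XBP1 luciferase reporter cells; Amount: one thousand reporter cells per well; Dosing: 20 µM single concentration, DMSO 1%; Benchmarks: high control tunicamycin 10 µg/mL final, low control DMSO vehicle only; Schedule: 6 h compound exposure at 37 °C, 5% CO2; Evaluation: percent activation relative to tunicamycin reference.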
Jurkat NFkB inh = inhibitors of induced NF-kB luciferase reporter, primary screen, TCR NF-kB activation inhibitor project, cell-based, luminescence, uHTS. Jurkat, PMA/ionomycin-induced NF-kB luciferase reporter. inhibition, % at 4 µM. 330,000 compounds, 0.53% hits; in the data active means inhibition above about 50%
tim23-1 inh = growth inhibitors of tim23-1 mutant yeast, primary screen, luminescence, uHTS | S. cerevisiae tim23-1 growth, BacTiter-Glo luminescence, 24 h | inhibition, % at 20 µM | 330,000 compounds, 1.3% hits;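 active means growth inhibition of the mutant yeast at or above 50%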;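 further: temperature-sensitive mutant grown at 25 °C; plate controls were DMSO-treated mutant yeast for no effect and medium wells lacking yeast for full effect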
Mdm2 MdmX PPI = inhibitors of human Mdm2-MdmX association, primary screen, cell-based, luminescence, split luciferase, SaOS-2, uHTS. Protein Mdm4 (Homo sapiens) + E3 ubiquitin-protein ligase Mdm2 (Homo sapiens), …. 330,000 compounds, 3% hits. SaOS-2 split-luciferase Mdm2/MdmX complementation. inhibition, % at 8 µM. AID 485346, 2010;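 active means inhibition of at least 50% at 8 µM in the primary screen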
697 NFkB inh = inhibitors of PMA/ionomycin-induced NF-kB reporter, 697 cells, primary screen, B-cell NF-kB inhibitor project, cell-based, luminescence, uHTS; 697 B-cell NF-kB luciferase reporter, 16 h; inhibition, % at 4 µM; 330,000 compounds, 0.33% hits; AID 435022, 2010; in the data active means inhibition above about 35%
APJ ag = agonists of human apelin receptor APJ, primary screen, CHO-K1 cells, PathHunter beta-arrestin, luminescence; AID 2520, 2010; activation, % at 20 µM; 330,000 compounds, 0.11% hits; 0% DMSO wells, 100% apelin;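 active means activation more than six SD over the plate average, tested at 20 µM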;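 further: 0% = DMSO alone and 100% = apelin-13 at 10 nM; some results filed as inactive read as strong as hits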
Target sequence (P35414 whole entry, looked up): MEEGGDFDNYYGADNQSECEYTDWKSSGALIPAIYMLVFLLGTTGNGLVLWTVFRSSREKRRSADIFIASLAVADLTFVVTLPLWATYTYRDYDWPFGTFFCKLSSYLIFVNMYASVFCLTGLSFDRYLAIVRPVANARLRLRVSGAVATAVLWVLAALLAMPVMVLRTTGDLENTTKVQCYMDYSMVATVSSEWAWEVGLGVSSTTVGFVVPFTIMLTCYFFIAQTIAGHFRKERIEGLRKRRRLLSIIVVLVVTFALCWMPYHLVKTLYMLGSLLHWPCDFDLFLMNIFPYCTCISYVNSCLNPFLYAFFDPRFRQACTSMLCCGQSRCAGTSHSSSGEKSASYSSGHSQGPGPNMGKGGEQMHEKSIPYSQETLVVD
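Material: CHO-K1 APJ beta-arrestin complementation cell line; Input: cell density 1000 per well; Incubation: compound stimulation 90 min at 25 °C, detection 60 min; Signal: luminescence from split beta-galactosidase complementation, Galacton Star/Emerald II substrate; Controls: DMSO-only wells as negative, 10 nM Apelin-13 as positive control.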
UPR CHOP act = activators of apoptotic CHOP UPR arm, primary screen, cell-based, CHO-CHOP luciferase reporter, luminescence, uHTS. UPR activation; percent of tunicamycin response over DMSO baseline. activation, % at 10 µM. 330,000 compounds, 0.34% hits. AID 449763, 2010;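 active means at 10 µM dose, activation of 40% or more, normalized to positive control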;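 further: 100% = tunicamycin at 10 µg/mL and 0% = DMSO alone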
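System: CHO-CHOP luciferase reporter cell line; amount: 500 cells/well; buffer or medium: F12 medium containing 10% fetal bovine serum; incubation: 6 h compound exposure at 37 °C after overnight seeding; measured by: luciferase luminescence after 10 min with Steady-Glo reagent; evaluation: % reporter activation, DMSO baseline versus tunicamycin full activation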
APJ antag = antagonists of human apelin receptor APJ, primary screen, CHO-K1 cells, beta-arrestin complementation, luminescence; P35414; inhibition, % at 20 µM; 330,000 compounds, 0.32% hits;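 active means inhibition above about 40% at 20 µM, limit read from the data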;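 further: cells challenged with 10 nM apelin-13 agonist together with compound; plate controls were apelin-13 plus DMSO wells for no effect and DMSO wells lacking apelin-13 for full effect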
The depositor's hits bear a star; nt = no result given.

(1) COc1ccccc1CNC(=O)CCNC(=O)C1CCN(S(=O)(=O)c2ccccc2)CC1
(2) CCCCCOC(=O)C1[C@H]2C(=O)N(Cc3cccs3)C[C@]23C=C[C@H]1O3 (some centres not stated)
(3) C=CCn1c(SCC(=O)NCC2CCCO2)nc2c([nH]c3ccccc32)c1=O (configuration not stated)
(4) COC(=O)c1ccc(CN2CCC(CO)(CCOc3ccccc3)CC2)cc1
(5) Oc1ccc(/C=N/NC(=S)Nc2cccnc2)cc1O
compound no.,1,2,3,4,5
tim23-1 inh,-5,26,-2,6,-21
UPR CHOP act,1.2,1.2,0.5,-0.7,2.2
Mdm2 MdmX PPI,-6,-8,17,9,-18
APJ antag,13,-12,20,-22,-13
Jurkat NFkB inh,-1,9,-8,-5,5
XBP1 UPR activ,0,-2,-8,-2,-1
697 NFkB inh,-2,14,-4,3,-56
APJ ag,2,-6,-7,-3,2

(6) Cc1nn(CC(=O)NCCCN2C(C)CCCC2C)c(=O)c2cc3occc3n12 (configuration not stated)
(7) O=C(NCCc1ccccc1)c1ccc(Cl)c([N+](=O)[O-])c1
(8) CCOC(=O)c1cnc2cc3c(cn2c1=O)CCCC3
(9) O=C(COC(=O)Cc1ccc(S(=O)(=O)N2CCOCC2)s1)NCCc1ccccc1
(10) CCC1CCCCN1CCNC(=O)C1CCCN(S(=O)(=O)c2cccc3nsnc23)C1 (configuration not stated)
compound no.,6,7,8,9,10
tim23-1 inh,-6,11,1,13,-4
UPR CHOP act,1.6,26,4.4,-1.9,1.2
Mdm2 MdmX PPI,6,-11,-29,25,-24
APJ antag,4,3,7,-2,23
Jurkat NFkB inh,-2,-27,-59,7,4
XBP1 UPR activ,-3,-2,-1,-5,-2
697 NFkB inh,12,-36,-25,7,-10
APJ ag,-2,-4,-2,-1,-2

(11) Cc1cccc(NC(=O)Nc2ccc3c(c2)N(C)C(=O)CS3)n1
(12) CC(=O)N1CCc2cc(C(=O)CN3CCCCC3)ccc21
(13) Cc1ccccc1CN1C(=O)c2ccccc2Sc2ccc(C(=O)O)cc21
(14) Cn1cccc1CNC(=S)Nc1cc(F)cc(F)c1
(15) CC12CCCCC1(O)[N+](=O)C1=C(CCCC1)N2[O-] (configuration not stated)
compound no.,11,12,13,14,15
tim23-1 inh,1,13,5,5,-3
UPR CHOP act,0.2,2.6,0.1,2.3,0.7
Mdm2 MdmX PPI,-23,-18,-13,-27,17
APJ antag,-15,-11,5,2,-45
Jurkat NFkB inh,-12,-3,17,14,-8
XBP1 UPR activ,-2,-3,3,-1,-1
697 NFkB inh,-49,11,11,17,-11
APJ ag,3,2,-4,-6,9

(16) CCN(CC)CCCn1c(SCC(=O)NCC2CCCO2)nc2ccccc2c1=O (configuration not stated)
(17) Cc1onc(-c2c(Cl)cccc2Cl)c1NC(=O)NN(C)C
(18) COc1ccc(CN2CCc3c([nH]c4ccccc34)C2)c(OC)c1C
(19) CCCCn1c(NC(=O)c2ccc(F)cc2)c(C#N)c2nc3ccccc3nc21
(20) O=C(COC(=O)/C=C/c1cccs1)NC1CCCCC1
compound no.,16,17,18,19,20
tim23-1 inh,-2,-1,13,34,5
UPR CHOP act,0.6,1.8,4.4,1.6,1.2
Mdm2 MdmX PPI,4,-6,0,22,11
APJ antag,-7,5,8,56*,18
Jurkat NFkB inh,-10,-11,31,-3,2
XBP1 UPR activ,3,0,-2,96*,-1
697 NFkB inh,11,1,-8,-3,14
APJ ag,-2,-2,1,-9,-8

(21) COc1ccccc1C(=O)Nc1cccc2cccnc12
(22) O=C(CCNC(=O)C1CCN(S(=O)(=O)c2ccccc2)CC1)NCCc1ccc(Cl)cc1
(23) CCOc1ccccc1CN1CCNC(=O)C1CC(=O)NC1CCCCCC1 (configuration not stated)
(24) O=C(O)CCc1nc2cc3ccccc3cc2[nH]1
(25) CCOC(=O)N1CCN(C(=O)CSc2cc(C)nc3c(-c4ccccc4OC)c(C)nn23)CC1
compound no.,21,22,23,24,25
tim23-1 inh,72*,-1,-4,-2,7
UPR CHOP act,0.3,-0.1,-1.4,-2.1,1.3
Mdm2 MdmX PPI,-19,-2,22,25,12
APJ antag,-29,-4,17,-36,-6
Jurkat NFkB inh,-40,4,-7,0,16
XBP1 UPR activ,0,0,-1,-3,-2
697 NFkB inh,-34,-5,-4,-5,-12
APJ ag,6,0,-6,-4,2

(26) Cc1ccc(S(=O)(=O)N2C(=O)CCC2C(=O)O/N=C(\N)c2ccccc2)cc1 (configuration not stated)
(27) COc1ccc(CNS(=O)(=O)c2cc(Br)cc3c2N(C(C)=O)C(C)C3)cc1 (configuration not stated)
(28) COc1ccc(C(=O)N/N=C(\C)CC(=O)Nc2ccc3c(c2)OCO3)cc1
(29) NC(=O)c1cc(S(=O)(=O)N2CCCCC2)cs1
(30) CCN1C(=O)[C@H]2[C@H]3CN=C(SCc4ccc(C)cc4)N3[C@@](CC)(C(=O)OC)[C@H]2C1=O
compound no.,26,27,28,29,30
tim23-1 inh,8,20,9,-11,31
UPR CHOP act,1.7,1.7,1.3,1.4,1.3
Mdm2 MdmX PPI,14,8,22,17,4
APJ antag,-37,-18,12,31,nt
Jurkat NFkB inh,-1,-12,-7,5,nt
XBP1 UPR activ,-6,2,2,-3,-1
697 NFkB inh,11,6,9,-3,9
APJ ag,12,-2,-2,3,nt

(31) O=C(CCN1C(=O)c2ccccc2S1(=O)=O)NCc1ccccc1Cl
(32) O=C(c1ccc(Br)cc1)c1cn[nH]c1-c1ccccc1O
(33) COc1cccc(NC(=O)C(=O)N2CCOCC2)c1
(34) CN(Cc1ccccc1)C(=O)COC(=O)c1ccc[nH]c1=O
(35) CC1(c2ccc3ccccc3c2)NC(=O)N(CC(=O)Nc2cccc(S(=O)(=O)N3CCOCC3)c2)C1=O (configuration not stated)
compound no.,31,32,33,34,35
tim23-1 inh,8,20,3,9,8
UPR CHOP act,-0.3,-0.3,3.1,-0.2,-0.6
Mdm2 MdmX PPI,-17,21,-11,20,7
APJ antag,8,5,14,-2,-5
Jurkat NFkB inh,0,1,-43,7,11
XBP1 UPR activ,-1,0,2,-4,-1
697 NFkB inh,-16,-6,-61,7,9
APJ ag,7,-4,-2,0,-3

(36) Cc1cccc(OCC(=O)N2CCC(N3CCOCC3)CC2)c1
(37) O=c1oc(-c2cccs2)nc2sc3c(c12)CCC3
(38) Nc1cc(-c2ccccc2)n2c(n1)nc1ccccc12
(39) COCCn1c(SC(C)C(=O)Nc2ncc(Cl)cc2Cl)nc2ccccc21 (configuration not stated)
(40) CCCN(CCC)S(=O)(=O)c1ccc(C(=O)Nc2nnc(CSC)o2)cc1
compound no.,36,37,38,39,40
tim23-1 inh,9,19,-8,26,12
UPR CHOP act,-2.0,4.6,0.9,0.6,3.0
Mdm2 MdmX PPI,12,8,17,67*,31
APJ antag,-6,-10,-4,13,5
Jurkat NFkB inh,5,1,13,-15,11
XBP1 UPR activ,-4,0,2,0,1
697 NFkB inh,10,-45,-4,-251,1
APJ ag,5,0,2,4,0

(41) CSc1cccc(NC(=O)c2sc3nc4n(c(=O)c3c2C)CCC4)c1
(42) C[C@H]1C=C(C(=O)NCc2ccccc2)O[C@@H](OCc2ccc(CO)cc2)C1
(43) CC12CCC3(CO)COC(c4ccccc4O1)C2C3 (configuration not stated)
(44) Cc1nn(C)c(C)c1Sc1ccccc1N
(45) COc1cc(NC(=O)CN2CCN(c3ccccc3)CC2)c(C)cc1[N+](=O)[O-]
compound no.,41,42,43,44,45
tim23-1 inh,9,23,6,3,-4
UPR CHOP act,5.9,0.1,-2.4,-0.4,0.0
Mdm2 MdmX PPI,-27,30,-6,-1,7
APJ antag,8,9,2,18,-5
Jurkat NFkB inh,-77,9,11,-3,-4
XBP1 UPR activ,2,-2,0,-1,-2
697 NFkB inh,-64,11,0,-3,-1
APJ ag,-1,3,9,0,-2

(46) COc1ccc(C(C)=O)cc1COC(=O)CSCC(=O)Nc1ccc(C)cc1
(47) COc1cc(/C=C/c2cc(OC(C)=O)c3ccccc3n2)c(OC(C)=O)c([N+](=O)[O-])c1
(48) O=C(c1ccc(S(=O)(=O)N2CCOCC2)cc1)N1CCc2ccccc2C1
(49) Cc1ccc(S(=O)(=O)NCCC(=O)OCn2nnc3ccccc3c2=O)cc1
(50) O=C(Nc1nc2c(s1)CCCC2)c1cccs1
compound no.,46,47,48,49,50
tim23-1 inh,5,24,9,0,6
UPR CHOP act,-0.6,-3.5,-1.2,0.8,0.4
Mdm2 MdmX PPI,14,9,-11,-27,-126
APJ antag,20,39,-2,2,6
Jurkat NFkB inh,6,10,-9,9,-134
XBP1 UPR activ,-1,0,-3,2,-2
697 NFkB inh,16,10,-4,7,-252
APJ ag,6,-7,-4,-1,2

Gathered by group: the entries above containing two or more sulfur atoms (seven)
(9) O=C(COC(=O)Cc1ccc(S(=O)(=O)N2CCOCC2)s1)NCCc1ccccc1
(10) CCC1CCCCN1CCNC(=O)C1CCCN(S(=O)(=O)c2cccc3nsnc23)C1 (configuration not stated)
(29) NC(=O)c1cc(S(=O)(=O)N2CCCCC2)cs1
(37) O=c1oc(-c2cccs2)nc2sc3c(c12)CCC3
(40) CCCN(CCC)S(=O)(=O)c1ccc(C(=O)Nc2nnc(CSC)o2)cc1
(41) CSc1cccc(NC(=O)c2sc3nc4n(c(=O)c3c2C)CCC4)c1
(50) O=C(Nc1nc2c(s1)CCCC2)c1cccs1
compound no.,9,10,29,37,40,41,50
tim23-1 inh,13,-4,-11,19,12,9,6
UPR CHOP act,-1.9,1.2,1.4,4.6,3.0,5.9,0.4
Mdm2 MdmX PPI,25,-24,17,8,31,-27,-126
APJ antag,-2,23,31,-10,5,8,6
Jurkat NFkB inh,7,4,5,1,11,-77,-134
XBP1 UPR activ,-5,-2,-3,0,1,2,-2
697 NFkB inh,7,-10,-3,-45,1,-64,-252
APJ ag,-1,-2,3,0,0,-1,2

Quoted from above, nos. 17 to 18
(17) Cc1onc(-c2c(Cl)cccc2Cl)c1NC(=O)NN(C)C
(18) COc1ccc(CN2CCc3c([nH]c4ccccc34)C2)c(OC)c1C
compound no.,17,18
tim23-1 inh,-1,13
UPR CHOP act,1.8,4.4
Mdm2 MdmX PPI,-6,0
APJ antag,5,8
Jurkat NFkB inh,-11,31
XBP1 UPR activ,0,-2
697 NFkB inh,1,-8
APJ ag,-2,1

Screening results from PubChem BioAssay.
